Source: PubChem (NCI)
All columns: NCI-60 one-dose screen, growth in % after 48 h at 10 µM unless noted; 100 = growth as untreated, 0 = no growth, -100 = all killed.
HOP-62: HOP-62 NSCLC; AID 1794735; hit rate 3.9% among 80,000
RPMI-8226: RPMI-8226 leukemia cells | hit rate 7.5% among 77,000
MDA-MB-468: MDA-MB-468 breast cancer; hit rate 8.5% among 78,000; AID 2202374
SR: SR leukemia cells; hit rate 8.7% among 73,000
MDA-MB-435: MDA-MB-435 melanoma; hit rate 7.8% among 82,000; AID 1794794
K-562: K-562 leukemia; hit rate 7.4% among 78,000
MOLT-4: MOLT-4 leukemia cells | hit rate 6.9% among 80,000 | AID 1794779
CCRF-CEM: CCRF-CEM leukemia. hit rate 7% among 77,000
* = called active by the depositor; . = no result given; & = joins results of further samples; [ ] = dose if it differs, or a comment. The calls were made as follows: active = growth percent below 10; inactive = the rest.

SMILES	HOP-62	RPMI-8226	MDA-MB-468	SR	MDA-MB-435	K-562	MOLT-4	CCRF-CEM
CC1(C)CC(Cc2ccccc2)C(=O)c2ccccc21 (centres undefined)	106.9	99.5	111.9	88.5	112.6	95.4	103.3	97.2
CC(=O)O/N=C(/C)c1ccccc1	100.4	112.3	97.4	99.6	99.0	106.8	106.8	.
C#CCn1cc(C=C2C(=O)N(C)C(=O)N(C)C2=O)c2cc(Cl)ccc21	107.4	105.4	103.0	.	103.1	106.2	105.1	105.0
CCO/C=N/C1=C(C#N)C(c2ccc(Cl)cc2)c2sc3c(C)cccc3c2O1 (centres undefined)	41.4	7.0*	-3.0*	12.2	-49.6*	7.3*	18.8	16.2
c1ccc(-c2n(Cc3ccc4ccccc4c3)c3ccccc3[n+]2Cc2ccc3ccccc3c2)cc1	4.2*	.	-35.4*	-23.6*	-76.4*	-35.8*	-21.8*	2.6*
Cc1noc(N)c1C(=O)Nc1ccc(C(F)(F)F)cc1	102.9	.	114.7	93.4	100.6	90.0	92.4	98.6
COC(=O)c1[nH]cnc1/N=N/N(C)CCO	97.4	.	87.2	75.4	111.9	.	85.8	102.0
Nc1cc(=O)n([C@@H]2O[C@H](CO)[C@@H](O)[C@H]2O)c(=O)[nH]1	102.8	99.8	91.7	114.1	100.6	93.7	98.6	95.4
CCSc1nnc(-c2cc3ccccc3oc2=O)o1	83.4	95.8	90.9	89.1	102.9	91.5	85.1	74.7
Cc1c(Br)c(=O)n(-c2ccccc2)n1C	109.2	103.4	111.9	115.4	107.2	113.0	103.6	92.0
COC1=CC=CC2(OC)C3(O)CCCc4cccc(c43)N3C(=O)COC132 (centres undefined)	102.1	92.4	114.6	109.0	103.0	92.5	97.8	94.8
CN(C)c1ccc(N=Nc2ccc(C(=O)O)cc2)cc1	107.4&95.0	97.0&100.6	97.8&98.9	84.3&91.3	105.8&114.1	91.4&105.7	93.3&102.2	97.8&105.4
O=C(COCc1c(-c2ccccc2)no[n+]1[O-])Nc1ccc(C(=O)/C=C/c2ccc(Cl)cc2)cc1	109.4	92.9	106.1	.	97.0	119.3	109.5	99.5
Cc1ccc(NC(=O)c2ccc(N3CCN(CCO)CC3)cc2)cc1NC(=O)c1coc2nc(N)nc(N)c12	104.3	99.1	113.4	83.0	110.9	.	89.7	104.4
CCCCCCCCCCCC(=O)NCCC[N+](C)(C)CC(=O)[O-]	97.3	93.2	86.9	68.8	88.7	83.3	78.6	89.5
O=C1OC(c2ccc(Cl)c(Cl)c2)C(=O)C1=O (centres undefined)	106.0	112.6	122.2	.	102.6	111.3	123.7	104.7
COc1ccc(C(=O)Nc2ccc(-c3cc(=O)c4c(OC)c(OC)c(OC)cc4o3)cc2)cc1	93.8	95.1	100.3	84.9	103.8	89.0	83.0	95.9
COc1ccc(NCc2cccn2Cc2ccc(Cl)cc2)cc1	93.2	97.7	93.8	90.0	102.9	80.7	95.2	90.3
Cc1ncc2c(n1)-c1cnc(Nc3ccccc3)nc1CC2	84.9	112.8	94.4	92.4	102.8	95.7	98.1	106.5
COc1ccc(-n2c(-c3csc(NC(C)=O)n3)n[nH]c2=S)cc1	.	.	94.6	80.5	90.9	87.9	85.3	92.3
COc1ccc2sc3nc4nc5n(c(=O)c4c(=N)n3c2c1)-c1ccccc1Sc1ccccc1-5	98.0	60.9	89.8	68.0	99.5	66.8	63.5	65.5
CCOC(=O)c1cn2c3c(cc(OC)cc3c1=O)C(=O)CC2	95.5	112.1	112.8	.	113.0	107.9	109.1	120.7
CC/C(Cc1ccccc1)=C(\c1ccc(OCCN2CCCCCC2)cc1)c1ccc(OC(=O)NCc2ccccc2)cc1	82.8	30.8	53.3	-21.1*	79.6	-11.8*	42.6	47.5
Cc1ccc(C2N=C(N)NC(Nc3nn[nH]n3)=N2)cc1 (centres undefined)	112.5	92.8	97.5	.	102.3	97.6	105.4	99.6
O=c1[nH]cnc2c1ncn2C1OCC(O)C(O)C1O (centres undefined)	96.9	115.4	118.5	87.5	110.8	83.5	89.9	101.5

Quoted from the listing:
CCCCCCCCCCCC(=O)NCCC[N+](C)(C)CC(=O)[O-] in CCRF-CEM is entered as 89.5
O=c1[nH]cnc2c1ncn2C1OCC(O)C(O)C1O (centres undefined) in MDA-MB-468 is entered as 118.5

Additional records:
SMILES	HOP-62	RPMI-8226	MDA-MB-468	SR	MDA-MB-435	K-562	MOLT-4	CCRF-CEM
COCCNCC(O)Cn1c2ccc(Cl)cc2c2cc(Cl)ccc21 (centres undefined)	17.0	-36.9*	-43.9*	-19.9*	-83.1*	-17.1*	4.5*	-23.2*
N#Cc1c(-c2cccs2)cc(-c2cnccn2)nc1SCC(=O)Nc1ccc(Cl)cc1	80.0	90.6	113.2	98.5	108.6	98.8	105.3	96.3
CC(C)(C)OC(=O)NC(CCC(=O)NC(CSc1ccc([N+](=O)[O-])cc1[N+](=O)[O-])C(=O)NCC(=O)Oc1ccccc1C1CC(=O)c2ccccc2O1)C(=O)Oc1ccccc1C1CC(=O)c2ccccc2O1 (centres undefined)	87.7	.	68.5	69.3	103.0	79.2	81.0	94.4
CC(=O)CCC(=O)OCc1cc(=O)c(O)co1	105.4	107.2	100.5	86.4	106.2	102.1	102.1	98.0
CNC(=O)OCCOC1CCC2(C)C(CCC3C2CCC2(C)C(C(C)CCCC(C)C)CCC32)C1 (centres undefined)	94.5	93.4	.	84.6	101.2	105.5	102.6	93.6
C=C1C[C@@]2(C)C(CC[C@]3(C)C2CC=C2C4CC(C)(C)C[C@@H](OC(=O)/C(C)=C\C)[C@]4(C(=O)O)CC[C@]23C)C(C)(C)C1=O (some centres undefined)	25.9	-15.6*	-23.9*	-0.7*	-12.4*	1.4*	7.6*	2.3*
COc1cc(C2NCC(=O)N2O)cc(OC)c1OC (centres undefined)	85.8	92.9	106.2	78.9	107.1	92.9	86.1	90.0
Cc1ncnc(N)c1CCCNc1ccccc1	96.3	100.4	101.8	99.9	101.8	96.2	92.6	97.7
CCCNS(=O)(=O)c1cc(C(=O)Nc2ccc(NC(=O)c3cc(S(=O)(=O)NCCC)c(O)c(O)c3O)cc2)c(O)c(O)c1O	92.3	101.7	113.8	.	109.7	87.7	101.8	103.9
O=C(O)C(Cc1cccs1)c1cccs1 (centres undefined)	99.6	.	113.3	110.0	118.1	106.1	100.2	102.5
O=C(O)CC(C(=O)O)N1C(=O)CSC1=S (centres undefined)	97.4	120.2	102.4	.	98.4	99.6	101.3	106.7
COCCn1cc(-c2nc(-c3ccsc3)cs2)c2cc(F)ccc21	.	.	93.6	69.1	95.9	71.1	77.4	.
CSc1ccc(OCc2nc3ccccc3n2-c2cccc(NC(C)=O)c2)cc1	112.8&123.9	111.5&70.7	107.4&71.5	99.7&59.9	107.5&99.9	105.5&77.8	102.3&70.1	101.4&87.9
FC(F)(F)c1ccc(-c2ccc3c(c2)C2CC3CCN2Cc2ccccc2)cc1 (centres undefined)	99.9	63.8	.	88.1	95.7	93.5	93.4	71.9
Nc1nc(N)c([N+](=O)[O-])c(=O)[nH]1	84.7	97.4	.	105.9	104.0	108.3	111.5	93.1
CC(=O)N[C@H](Cc1ccccc1)C(=O)N[C@H](CS)C(=O)N[C@@H](CCCCN)C(=O)N[C@@H](C)C(=O)N[C@H](Cc1ccccc1)C(=O)N[C@H](CCCNC(=N)N)C(=O)N[C@H](CCCNC(=N)N)C(=O)N[C@H](CCCNC(=N)N)C(=O)N[C@H](CCCNC(=N)N)C(=O)N[C@H](CCCNC(=N)N)C(=O)N[C@H](CCCNC(=N)N)C(=O)N[C@H](CCCNC(=N)N)C(=O)N[C@H](CCCNC(=N)N)C(N)=O	113.5	106.4	103.0	.	95.2	.	.	104.2
CCCCCCn1cc(COC(=O)[C@]2(C)CCC[C@]3(C)[C@H]4C[C@H]5C(C(C)C)=C[C@]4(CC[C@H]32)[C@@H]2C(=O)OC(=O)[C@@H]25)nn1	84.5	81.2	92.5	99.7	103.7	89.6	81.1	87.4
CC(=O)c1ccc2c(c1)CCC2	105.2&97.8	102.9&97.7	113.7&104.6	89.0&92.9	102.6&106.2	95.1&93.8	87.4&87.8	.
CC[C@H](C)C(=O)O[C@H]1CCC=C2C=C[C@H](C)[C@H](CC[C@@H]3CC=CC(=O)O3)[C@H]21	99.6	0.2*	85.0	.	86.0	46.4	45.6	6.9*
O=C(CNC(=O)c1cccc2ccccc12)Nc1ccccc1Oc1ccc(O)cc1	35.7[5 µM]	24.2[5 µM]	27.5[5 µM]	30.4[5 µM]	-16.1*[5 µM]	9.5*[5 µM]	19.6[5 µM]	22.4[5 µM]
N#CC(C#N)=C1CCCCC1	100.6	94.2	101.2	84.3	103.0	84.3	77.7	.
c1ccc(C(c2ccccc2)c2nn3c(-c4cccnc4)nnc3s2)cc1	85.3	54.0	86.6	18.1	80.4	.	.	78.9
CC1=NN(Cc2nc(-c3ccc(Cl)cc3)n[nH]2)C(=O)C1	90.3	.	101.6	83.0	107.7	103.8	91.0	87.0
COc1cc2oc(C(=O)N[C@@H](Cc3ccccc3)C(=O)C(N)=O)c(C)c(=O)c2cc1OC	99.8	110.4	89.4	109.0	102.0	93.6	88.2	93.5
CCOC(=O)/C(N=Nc1c(C(=O)O)ccc2c1C(=O)c1ccccc1C2=O)=C(\C)O	104.7	113.8	96.2	116.8	107.7	105.7	107.9	110.5
Further structures follow:
SMILES	HOP-62	RPMI-8226	MDA-MB-468	SR	MDA-MB-435	K-562	MOLT-4	CCRF-CEM
O=c1ccn(C2OC(F)(CO)C(O)C2F)c(=O)[nH]1 (centres undefined)	82.7	106.0	125.7	100.7	102.7	112.4	99.8	102.7
COc1cc(/C(C)=C(\c2ccc(Cl)cc2)c2ccc(OCCN3CCCC3)cc2)ccc1F	87.2	14.7	57.3	-25.3*	51.3	3.6*	32.6	37.6
O=S(=O)(NCCNc1nccc(-n2ccc3cccnc32)n1)c1cccc(C(F)(F)F)c1	88.9	.	91.1	87.9	102.5	101.7	91.3	96.7
C[C@H](N)C(=O)N1CCCC(OC(=O)NC(C)(C)c2csc(-c3ccc(F)cc3)n2)C1 (some centres undefined)	102.1	102.1	86.0	100.2	98.5	100.5	90.5	94.2
COc1ccc(C2CC(c3cc(OC)c(OC)c(OC)c3)=NN2C(C)=O)cc1OCC(=O)Nc1nc2ccc(OC(F)(F)F)cc2s1 (centres undefined)	83.4	54.6	85.2	75.6	91.0	82.3	69.1	85.1
Oc1ccccc1-c1nc(-c2ccccc2)cn2ccnc12	80.0	70.4	44.6	53.1	80.6	66.5	66.6	59.6
COc1cc(CNC(=O)CCCC/C=C/C(C)C)ccc1OCc1cn(-c2ccc(Br)cc2)nn1	88.2	57.3	68.2	67.2	106.9	59.2	77.4	94.2
CC(=O)Nc1nc(C)c(C(=O)N/N=C/c2ccc(Cl)cc2)s1	.	54.5	45.2	81.1	115.3	91.6	75.4	71.2
Cc1cc(C=O)c2c3c(oc2c1)C(=O)c1c(OC2CC(O)[C@@H](O)[C@H](C)O2)cccc1C3=O (some centres undefined)	97.1	98.5	109.4	79.9	106.2	92.3	85.5	99.8
CC(=O)Nc1ccc2c3c(cccc13)CC2	104.9	106.9	42.8	89.4	99.1	104.9	107.0	99.9
CC(=O)Nc1cccc2c1C(=O)OC2=O	91.4	107.0	.	131.4	106.7	132.9	110.6	94.5
COc1cc(-c2cc(-c3ccccc3)nc3nc(N)[nH]c(=O)c23)ccc1Oc1ccnc2cc(Cl)ccc12	110.6	85.5	82.5	64.1	85.9	93.9	51.2	83.9
CCOP(=O)(OCC)c1nc(-c2ccccc2)oc1NCc1ccc2c(c1)OCO2	106.0	85.2	121.3	91.3	107.4	100.5	95.1	102.1
CCOP(=O)(Cc1c(Cl)c(Cl)c(CP(=O)(OCC)OCC)c(Cl)c1Cl)OCC	103.6	75.9	109.7	88.5	120.4	105.3	81.7	82.4
CCOC(=O)c1nc2cc(C#N)ccn2c1C(=O)c1ccccc1	80.0	106.0	103.6	97.8	105.5	102.6	96.7	94.7
O=C1c2ccccc2C(=O)c2c3c(cc(NCCNCCO)c21)N(CCO)CCN3	83.5	106.2	45.8	.	100.4	90.8	83.4	108.9
NC(=O)SCC(=O)Nc1ccccc1NC(=O)CSC(N)=O	106.7	94.0	108.8	111.2	109.1	108.6	117.7	99.6
COc1ccccc1N1CCN(C(CNS(=O)(=O)c2ccc(Cl)cc2)c2cccnc2)CC1 (centres undefined)	94.0	27.5	98.8	49.5	86.6	28.4	46.7	55.5
O=S(=O)(O)c1cccc(S(=O)(=O)O)c1	95.9	108.8	102.0	.	115.4	87.7	114.2	117.9
OC1CNC(=S)NC1	100.5	112.4	90.2	99.5	96.5	105.3	108.8	103.3

Record cards, as listed above. Order of screens: HOP-62 | RPMI-8226 | MDA-MB-468 | SR | MDA-MB-435 | K-562 | MOLT-4 | CCRF-CEM
Shown for CCOP(=O)(OCC)c1nc(-c2ccccc2)oc1NCc1ccc2c(c1)OCO2 : 106.0 | 85.2 | 121.3 | 91.3 | 107.4 | 100.5 | 95.1 | 102.1
Shown for COc1cc(/C(C)=C(\c2ccc(Cl)cc2)c2ccc(OCCN3CCCC3)cc2)ccc1F : 87.2 | 14.7 | 57.3 | -25.3* | 51.3 | 3.6* | 32.6 | 37.6
Shown for OC1CNC(=S)NC1 : 100.5 | 112.4 | 90.2 | 99.5 | 96.5 | 105.3 | 108.8 | 103.3
Shown for O=S(=O)(NCCNc1nccc(-n2ccc3cccnc32)n1)c1cccc(C(F)(F)F)c1 : 88.9 | . | 91.1 | 87.9 | 102.5 | 101.7 | 91.3 | 96.7
Shown for CC(=O)Nc1cccc2c1C(=O)OC2=O : 91.4 | 107.0 | . | 131.4 | 106.7 | 132.9 | 110.6 | 94.5

Rows are unselected; 15% or so of the library scored in one or more.
